STAT3 blocker = reduces IL-6 driven STAT3 reporter signal; U3A cells, IL-6 STAT3-luciferase reporter, luminescence; host cell line lacks STAT1; inhibition, % at 5.5 µM; 190,000 tested, 0.89% active; AID 862;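 active = inhibition above the mean inhibition across all screened compounds plus 3 SD, cut at about 44% in these data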;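 note: 0% = DMSO only wells and 100% = 100 µM nifuroxazide control wells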
DTT redox prof = compounds producing H2O2 with reducing agent – biochemical, NIH compound library profiling, artefact control for MLSCN library redox annotation, primary screen; AID 878; activation, % at 10 µM; DTT-dependent redox cycling H2O2, phenol red/HRP absorbance; 100% = 100 µM peroxide control, 0% = buffer; 200,000 tested, 0.03% active;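 active = activation of at least 50% relative to the plate's high and low controls in the primary single-dose screen; inactive = activation below 50%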;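 note: compound incubated with DTT at 0.8 mM final as the reducing agent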
STAT1 inh = inhibitors of IFN-gamma induced STAT1 signaling; NIH 3T3 STAT1-luciferase reporter, luminescence; inhibition, % at 5.5 µM; AID 920; 200,000 tested, 0.35% active;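 active = inhibition above a set limit, the mean inhibition across all tested compounds plus 3 SD, cut at about 34% in these data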;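 note: 0% = IFN-gamma with DMSO and 100% = IFN-gamma with 300 µM nifuroxazide; values of inactives mirror those of a sister screen read the other way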
NF-kB neuron act = compounds increasing NF-kB expression in human neuronal cells. NF-kB reporter expression; active compounds read high. fold change at 12.5 µM. 190,000 tested, 1.6% active; in the data active = fold change above about 3.3
STAT3 act = STAT3 signaling activation; U3A cells, IL-6 STAT3-luciferase reporter, luminescence; 100% = signal with IL-6 EC80 alone; activation (% of control), % at 5.6 µM; 190,000 tested, 0.91% active; AID 871;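 active = activation above the screen-wide mean of compound activation plus 3 SD, cut at about 130% in these data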;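 note: 0% = background luminescence of wells with medium and substrate only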
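Test system: human U3A cells carrying STAT3-luciferase construct; control set: IL-6-only wells as 100% reference; timing: compound pre-incubation 1 h before IL-6, then 6 h stimulation at 37 °C; also added: IL-6 stimulus at 33 ng/mL final; evaluation: % activation versus median of IL-6-stimulated wells; detection: reporter luminescence signal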
APP 5'UTR act = activates APP 5'UTR luciferase reporter | activation, % at 2 µM | 190,000 tested, 1% active | SH-SY5Y APP 5'UTR luciferase reporter, luminescence; zero percent = DMSO vehicle wells | AID 1276;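 active = activation above a set limit, based on mean plus 3 SD of controls, cut at about 140% in these data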; note: values of inactives mirror those of a sister screen read the other way
Hsp70 act = switches on Hsp70 transcription | HeLa Hsp70 promoter luciferase reporter, luminescence; scaled: vehicle 0, proteasome-inhibitor control 100% | activation, % at 10 µM | 200,000 tested, 0.04% active;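 active = activation above the mean across all tested compounds plus 3 SD, cutoff set per campaign, cut at about 5.5% in these data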;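 note: 100% = MG132 at 30 µM as the positive control and 0% = DMSO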
STAT1 act = STAT1 signaling activation; NIH 3T3 STAT1-luciferase reporter, IFN-gamma, luminescence; 100% = IFN-gamma alone, no compound; AID 932; activation (% of control), % at 5.5 µM; 200,000 tested, 2.6% active;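 active = activation above the screen-wide mean activation plus 3 SD, cut at about 130% in these data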;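 note: raw ratio to IFN-gamma control signal so 100% means no change and 0% no light; values of inactives mirror those of a sister screen read the other way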
Efa HMGR inh = blocks class II HMG-CoA reductase of Enterococcus faecalis. AID 1066. purified E. faecalis HMGR, NADPH absorbance 340 nm kinetic. inhibition, % at 10 µM. 190,000 tested, 0.41% active;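 active = inhibition above a set limit, the median over all tested compounds plus 3 SD, cut at about 9.5% in these data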;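 note: enzyme runs in reverse so mevalonate oxidation gives rising NADPH absorbance; 0% = complete reaction with DMSO and 100% = background rate lacking mevalonate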
TLR4-MyD88 BLA = blocks binding of human TLR4 to MyD88. 200,000 tested, 0.18% active. inhibition, % at 8.4 µM. HeLa CL3-4 TLR4/MyD88 BLA complementation, FRET ratio. O00206+Q99836. AID 861; in the data active = inhibition above about 25%;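 note: 0% = vehicle and 100% = reference inhibitor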
Target sequence (O00206 whole entry, looked up): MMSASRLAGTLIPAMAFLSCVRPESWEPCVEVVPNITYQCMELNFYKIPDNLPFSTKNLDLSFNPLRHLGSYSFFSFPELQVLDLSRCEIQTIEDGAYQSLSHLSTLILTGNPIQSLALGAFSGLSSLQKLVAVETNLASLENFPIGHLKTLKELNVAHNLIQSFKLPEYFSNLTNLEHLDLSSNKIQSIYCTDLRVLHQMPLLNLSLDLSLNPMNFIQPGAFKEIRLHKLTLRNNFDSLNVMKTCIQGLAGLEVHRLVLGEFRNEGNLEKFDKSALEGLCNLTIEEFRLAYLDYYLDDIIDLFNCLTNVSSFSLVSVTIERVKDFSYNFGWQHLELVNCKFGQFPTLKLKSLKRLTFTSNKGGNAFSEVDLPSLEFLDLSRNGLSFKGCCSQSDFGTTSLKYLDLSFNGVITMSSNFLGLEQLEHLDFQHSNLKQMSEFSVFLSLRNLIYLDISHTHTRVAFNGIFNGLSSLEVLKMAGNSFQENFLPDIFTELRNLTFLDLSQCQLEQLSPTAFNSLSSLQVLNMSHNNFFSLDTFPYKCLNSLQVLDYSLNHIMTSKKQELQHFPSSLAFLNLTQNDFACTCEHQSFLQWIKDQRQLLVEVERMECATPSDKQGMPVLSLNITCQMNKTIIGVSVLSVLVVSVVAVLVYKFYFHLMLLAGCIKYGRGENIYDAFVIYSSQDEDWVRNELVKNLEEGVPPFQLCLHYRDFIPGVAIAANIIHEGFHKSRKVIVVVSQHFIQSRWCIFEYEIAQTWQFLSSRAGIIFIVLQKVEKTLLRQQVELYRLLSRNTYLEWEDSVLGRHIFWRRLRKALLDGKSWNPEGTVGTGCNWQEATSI
Target sequence (Q99836 whole entry, looked up): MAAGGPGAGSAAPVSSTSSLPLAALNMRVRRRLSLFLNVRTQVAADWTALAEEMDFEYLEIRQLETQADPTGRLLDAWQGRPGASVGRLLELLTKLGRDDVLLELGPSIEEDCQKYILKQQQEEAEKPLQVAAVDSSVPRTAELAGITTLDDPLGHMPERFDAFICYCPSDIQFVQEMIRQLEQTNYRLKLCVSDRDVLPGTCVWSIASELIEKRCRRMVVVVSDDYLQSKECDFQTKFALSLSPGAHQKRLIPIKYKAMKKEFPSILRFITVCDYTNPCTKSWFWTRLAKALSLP
* = called active by the depositor; & = joins results of further samples.

Start of the listing, in advance, two compounds:
Screening CC(C)c1ccc(C(=O)CC2(O)C(=O)N(CN3CCOCC3)c3ccccc32)cc1 (configuration not stated) returned STAT3 blocker 3, DTT redox prof 3.6, STAT1 inh -19, NF-kB neuron act 1.6, STAT3 act 100, APP 5'UTR act -8, Hsp70 act -0.1, STAT1 act 117, Efa HMGR inh 3 and TLR4-MyD88 BLA -4.
For COc1ccccc1OCCCCCNCCO the results were STAT3 blocker 0, DTT redox prof -0.4, STAT1 inh 6, NF-kB neuron act 1, STAT3 act 103, APP 5'UTR act 2, Hsp70 act 0.1, STAT1 act 94, Efa HMGR inh -5 and TLR4-MyD88 BLA 10.

The listing (from the top)
Screening CC(C)c1ccc(C(=O)CC2(O)C(=O)N(CN3CCOCC3)c3ccccc32)cc1 (configuration not stated) returned STAT3 blocker 3, DTT redox prof 3.6, STAT1 inh -19, NF-kB neuron act 1.6, STAT3 act 100, APP 5'UTR act -8, Hsp70 act -0.1, STAT1 act 117, Efa HMGR inh 3 and TLR4-MyD88 BLA -4.
For COc1ccccc1OCCCCCNCCO the results were STAT3 blocker 0, DTT redox prof -0.4, STAT1 inh 6, NF-kB neuron act 1, STAT3 act 103, APP 5'UTR act 2, Hsp70 act 0.1, STAT1 act 94, Efa HMGR inh -5 and TLR4-MyD88 BLA 10.
Cc1ccc(OCCNC(=O)/C=C/c2ccco2)cc1C was read as DTT redox prof 0.6, STAT1 inh 5, NF-kB neuron act 1.1, APP 5'UTR act -6, Hsp70 act -0.3, STAT1 act 94, Efa HMGR inh -1 and TLR4-MyD88 BLA -26.
`Cc1nn(C)cc1S(=O)(=O)Nc1ccc2c(c1)OCCO2` gave STAT3 blocker 19, DTT redox prof -3.9, STAT1 inh 11, NF-kB neuron act 1.3, STAT3 act 85, APP 5'UTR act 21, Hsp70 act 0.0, STAT1 act 90, Efa HMGR inh -1 and TLR4-MyD88 BLA 4.
Screening CCCCn1c(SCC(=O)NCc2ccco2)nc2c1c(=O)n(C)c(=O)n2C returned STAT3 blocker -3, DTT redox prof 0.8, STAT1 inh 0, NF-kB neuron act 1.3, STAT3 act 105, APP 5'UTR act 6, Hsp70 act -0.1, STAT1 act 96, Efa HMGR inh -2 and TLR4-MyD88 BLA 3.
Screening O=C(CNCC1CCCO1)N1CCCCCC1 (configuration not stated) returned STAT3 blocker 3, DTT redox prof 1.9, STAT1 inh 2, NF-kB neuron act 0.92, STAT3 act 101, APP 5'UTR act 17, Hsp70 act 0.0, STAT1 act 96, Efa HMGR inh 5 and TLR4-MyD88 BLA 1.
`CCCNC(=O)N1CCN(S(=O)(=O)c2ccc(C)c(C)c2)CC1` gave STAT3 blocker 3, DTT redox prof 0.2, STAT1 inh -10, STAT3 act 99, APP 5'UTR act 22, Hsp70 act 0.1, STAT1 act 109 and TLR4-MyD88 BLA -6.
Screening CCOC(=O)C(C(C)=O)C(c1ccc(OCCC(C)C)cc1)C(C(C)=O)C(=O)OCC (configuration not stated) returned STAT3 blocker 2, DTT redox prof -0.2, STAT1 inh 2, NF-kB neuron act 1, STAT3 act 101, APP 5'UTR act -7, Hsp70 act -0.3, STAT1 act 100, Efa HMGR inh 0 and TLR4-MyD88 BLA -7.
Screening O=C(c1ccccc1)c1ccc(N2CCNCC2)cc1 returned STAT3 blocker -7, DTT redox prof -0.2, STAT1 inh -22, NF-kB neuron act 1.5, STAT3 act 108, APP 5'UTR act 7, Hsp70 act 0.0, STAT1 act 120, Efa HMGR inh 1 and TLR4-MyD88 BLA 6.
Screening Nc1nc2c(F)c(F)c(F)cc2s1 returned STAT3 blocker 12, DTT redox prof -1.4, STAT1 inh -6, NF-kB neuron act 0.98, STAT3 act 95, APP 5'UTR act 1, Hsp70 act 0.8, STAT1 act 104, Efa HMGR inh -4 and TLR4-MyD88 BLA -9.
Screening COCCN(C(=O)Cc1cccs1)c1nnc(-c2ccncc2)s1 returned STAT3 blocker 0, DTT redox prof 2.1, STAT1 inh -3, NF-kB neuron act 1.1, STAT3 act 101, APP 5'UTR act 16, Hsp70 act -0.4, STAT1 act 103, Efa HMGR inh -5 and TLR4-MyD88 BLA 6.
CCCCCCC1CC(=O)NC(=S)N1 (configuration not stated) was read as STAT3 blocker 18, DTT redox prof 0.0, STAT1 inh 3, NF-kB neuron act 1.4, STAT3 act 87, APP 5'UTR act 23, Hsp70 act 1.0, STAT1 act 96, Efa HMGR inh -2 and TLR4-MyD88 BLA 0.
Screening COc1ccc(-c2nc(SC)n(S(=O)(=O)c3ccccc3)n2)cc1 returned STAT3 blocker 0, DTT redox prof 0.9, STAT1 inh -2, NF-kB neuron act 1.5, STAT3 act 102, APP 5'UTR act 38, Hsp70 act -0.3, STAT1 act 102, Efa HMGR inh -2 and TLR4-MyD88 BLA 8.
`CC[C@H](C)C(=O)O[C@H]1CCC=C2C=C[C@H](C)[C@H](CC[C@@H]3C[C@@H](O)CC(=O)O3)[C@H]21` gave STAT3 blocker -5, DTT redox prof 0.1, STAT1 inh -6, NF-kB neuron act 0.97, STAT3 act 105, APP 5'UTR act -5, Hsp70 act -0.1&-0.3, STAT1 act 104, Efa HMGR inh 1&-4 and TLR4-MyD88 BLA 5.
`CC1(C)CC(=O)C(=CN2CCOCC2)C(=O)C1` gave STAT3 blocker 1, DTT redox prof -2.3, STAT1 inh 2, NF-kB neuron act 0.99, STAT3 act 100, APP 5'UTR act 17, Hsp70 act -0.3, STAT1 act 96, Efa HMGR inh 2 and TLR4-MyD88 BLA 5.
NC(=O)c1cnn(-c2cc(Oc3ccccc3)ncn2)c1N was read as STAT3 blocker 21, DTT redox prof -0.9, STAT1 inh -15, NF-kB neuron act 2.7, STAT3 act 85, APP 5'UTR act 87, Hsp70 act -0.3, STAT1 act 112, Efa HMGR inh 4 and TLR4-MyD88 BLA 16.
CCN(CC)c1ccc2cc(C(N)=O)c(=N)oc2c1 was read as STAT3 blocker 12, DTT redox prof -0.4, STAT1 inh -25, NF-kB neuron act 1.2, STAT3 act 94, APP 5'UTR act 7, Hsp70 act 0.1, STAT1 act 120, Efa HMGR inh -2 and TLR4-MyD88 BLA 8.
`COC(=O)CCn1nc(-c2ccc(Cl)cc2)c2ccccc2c1=O` gave STAT3 blocker 10, DTT redox prof -0.4, STAT1 inh -9, NF-kB neuron act 1, STAT3 act 95, APP 5'UTR act -16, Hsp70 act -0.5, STAT1 act 107, Efa HMGR inh -4 and TLR4-MyD88 BLA 3.
`COc1ccc(-c2nn(-c3ccccc3)cc2/C=C(/C#N)C(N)=O)cc1[N+](=O)[O-]` gave STAT3 blocker 16, DTT redox prof 0.7, STAT1 inh -7, NF-kB neuron act 0.8, STAT3 act 90, APP 5'UTR act 9, Hsp70 act -0.2, STAT1 act 106, Efa HMGR inh -8 and TLR4-MyD88 BLA -17.
O=C(CN1CCSC1=NCc1ccccc1)c1ccccc1 was read as STAT3 blocker -2, DTT redox prof -0.1, STAT1 inh 1, NF-kB neuron act 0.84, STAT3 act 105, APP 5'UTR act -3, Hsp70 act -0.3, STAT1 act 99, Efa HMGR inh -1 and TLR4-MyD88 BLA 3.
Screening O=C(Cc1ccccc1)N1CCN(C(=O)c2ccco2)CC1 returned STAT3 blocker 6, DTT redox prof 0.6, STAT1 inh 3, NF-kB neuron act 1, STAT3 act 97, APP 5'UTR act -5, Hsp70 act -0.2, STAT1 act 91, Efa HMGR inh -8 and TLR4-MyD88 BLA 3.
`O=C(Nc1ccc(-c2noc(CCc3ccccc3)n2)cc1)c1ccco1` gave STAT3 blocker 7, DTT redox prof 0.0, STAT1 inh -40, NF-kB neuron act 3.9*, STAT3 act 100, APP 5'UTR act 173*, Hsp70 act 0.2, STAT1 act 136*, Efa HMGR inh 2 and TLR4-MyD88 BLA -1.
For CCN(CC)S(=O)(=O)c1cc(NS(=O)(=O)c2ccccc2)ccc1C the results were STAT3 blocker 2, DTT redox prof 0.2, STAT1 inh -7, NF-kB neuron act 0.91, STAT3 act 98, APP 5'UTR act 3, Hsp70 act -0.2, STAT1 act 106, Efa HMGR inh -4 and TLR4-MyD88 BLA -15.
CC(=O)N1CCc2cc(Br)cc(S(=O)(=O)NCC3CCCO3)c21 (configuration not stated) was read as STAT3 blocker 15, DTT redox prof 2.3, STAT1 inh 8, NF-kB neuron act 1.1, STAT3 act 89, APP 5'UTR act -2, Hsp70 act -0.2, STAT1 act 93, Efa HMGR inh 3 and TLR4-MyD88 BLA 2.
CC(=O)N1N=C(N)SC1(C)C was read as STAT3 blocker 7, DTT redox prof 0.1, STAT1 inh -1, NF-kB neuron act 0.79, STAT3 act 102, APP 5'UTR act 15, Hsp70 act 1.0, STAT1 act 101, Efa HMGR inh -4 and TLR4-MyD88 BLA -18.
For CCCN(CCC)C(=O)Cn1c2ccccc2c2nc(=O)cc(C)n21 the results were STAT3 blocker -65, DTT redox prof -0.6, STAT1 inh 16, NF-kB neuron act 1.1, STAT3 act 165*, APP 5'UTR act -14, Hsp70 act -0.2, STAT1 act 85, Efa HMGR inh 0 and TLR4-MyD88 BLA -11.
`COc1ccc(/C=C(/NC(=O)c2ccccc2)C(=O)NC2CCS(=O)(=O)C2)cc1` (configuration not stated) gave STAT3 blocker 4, DTT redox prof 0.1, STAT1 inh -2, NF-kB neuron act 1.2, STAT3 act 101, APP 5'UTR act -10, Hsp70 act -0.2, STAT1 act 102, Efa HMGR inh 0 and TLR4-MyD88 BLA -9.
Screening O=C1C2C3C=CC(C4CC34)C2C(=O)N1/N=C/c1ccc([N+](=O)[O-])o1 (configuration not stated) returned STAT3 blocker 14, DTT redox prof -0.3, STAT1 inh -15, NF-kB neuron act 2, STAT3 act 90, APP 5'UTR act -29, Hsp70 act 0.1, STAT1 act 112, Efa HMGR inh 2 and TLR4-MyD88 BLA 10.
Brc1ccc(CSc2ccc(-c3ccco3)nn2)cc1 was read as STAT3 blocker 13, DTT redox prof -0.5, STAT1 inh -14, NF-kB neuron act 1.6, STAT3 act 92, APP 5'UTR act 13, Hsp70 act 0.3, STAT1 act 112, Efa HMGR inh 0 and TLR4-MyD88 BLA 0.
Cc1nnc(-c2cnn(-c3ccccc3)c2N)n1Cc1ccccc1 was read as STAT3 blocker 2, DTT redox prof -0.7, STAT1 inh -5, NF-kB neuron act 1, STAT3 act 107, APP 5'UTR act 13, Hsp70 act -0.1, STAT1 act 104, Efa HMGR inh 3 and TLR4-MyD88 BLA 4.
Screening Cc1ccc2cccnc2c1N returned STAT3 blocker 1, DTT redox prof 0.3, STAT1 inh -7, NF-kB neuron act 1.2, STAT3 act 111, APP 5'UTR act -27, Hsp70 act 0.0, STAT1 act 106, Efa HMGR inh -3 and TLR4-MyD88 BLA 3.
Cc1cc(Cl)ccc1OCCCC(=O)Nc1cccnc1 was read as STAT3 blocker 21, DTT redox prof 1.3, STAT1 inh 8, NF-kB neuron act 0.97, STAT3 act 85, APP 5'UTR act -10, Hsp70 act 0.0, STAT1 act 92, Efa HMGR inh 1 and TLR4-MyD88 BLA -8.
For Nc1nnc(C2CCCC2)s1 the results were STAT3 blocker 13, DTT redox prof 0.2, STAT1 inh 4, NF-kB neuron act 0.92, STAT3 act 94, APP 5'UTR act 0, Hsp70 act 0.0, STAT1 act 97, Efa HMGR inh -4 and TLR4-MyD88 BLA 9.

From PubChem
